AHR act = AHR activators, primary screen, cell-based, luminescence, luciferase reporter, human | Aryl hydrocarbon receptor (Homo sapiens), P35869 | 320,000 tested, 2.5% active | AHR-responsive luciferase reporter cells | activation, % at 5 µM; in the data active = activation above about 47%;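 also: 0% = vehicle wells and 100% = reference agonist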
Target sequence (P35869 whole entry, looked up): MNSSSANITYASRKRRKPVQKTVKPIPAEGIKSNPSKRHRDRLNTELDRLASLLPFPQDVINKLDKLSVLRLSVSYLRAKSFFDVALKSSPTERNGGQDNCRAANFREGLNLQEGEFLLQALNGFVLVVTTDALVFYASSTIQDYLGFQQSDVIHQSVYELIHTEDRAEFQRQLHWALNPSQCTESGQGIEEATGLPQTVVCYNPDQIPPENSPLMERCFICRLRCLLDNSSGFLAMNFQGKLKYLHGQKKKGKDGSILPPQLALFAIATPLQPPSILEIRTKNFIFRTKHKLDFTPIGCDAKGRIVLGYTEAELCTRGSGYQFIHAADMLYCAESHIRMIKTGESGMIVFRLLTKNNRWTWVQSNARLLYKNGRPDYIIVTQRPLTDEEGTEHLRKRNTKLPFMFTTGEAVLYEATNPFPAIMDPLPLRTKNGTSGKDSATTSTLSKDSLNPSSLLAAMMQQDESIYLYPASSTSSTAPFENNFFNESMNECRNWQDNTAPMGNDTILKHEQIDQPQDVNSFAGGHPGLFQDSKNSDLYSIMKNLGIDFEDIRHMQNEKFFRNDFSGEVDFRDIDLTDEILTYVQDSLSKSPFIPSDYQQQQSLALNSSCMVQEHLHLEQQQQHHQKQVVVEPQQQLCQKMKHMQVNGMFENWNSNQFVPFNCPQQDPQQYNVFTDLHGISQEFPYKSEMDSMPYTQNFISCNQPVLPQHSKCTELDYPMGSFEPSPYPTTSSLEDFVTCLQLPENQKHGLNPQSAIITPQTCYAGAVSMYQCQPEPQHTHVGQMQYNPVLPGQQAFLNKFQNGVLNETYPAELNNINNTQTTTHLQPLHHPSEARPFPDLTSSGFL
PAFAH2 FP inh = PAFAH2 enzyme inhibitors, primary screen, biochemical, fluorescence polarization, human. AID 492956, 2010. inhibition, % at 3.39 µM. 340,000 tested, 0.99% active. recombinant PAFAH2, FP-rhodamine activity probe. Platelet-activating factor acetylhydrolase 2, cytoplasmic (Homo sapiens), Q99487;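 active = inhibition above the mean over all tested compounds plus 3 SD, cut at about 30% in these data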;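 also: inhibitors block probe labeling of enzyme so polarization drops; 0% = enzyme with DMSO and 100% = wells lacking PAFAH2 protein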
PP1 inh = PP1-alpha phosphatase inhibitors, primary screen, counter-screen for PP5 inhibitor project, biochemical, fluorescence, OMFP substrate, single point | Serine/threonine-protein phosphatase PP1-alpha catalytic subunit (Homo sapiens), P62136 | purified PP1alpha | inhibition, % at 6.7 µM | 320,000 tested, 0.9% active;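 active = inhibition above the mean inhibition of all tested compounds plus 3 SD, computed separately for each screening campaign, cut at about 15% in these data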
HCV core dimer = inhibitors of HCV core protein dimerization, primary screen, biochemical, TR-FRET, high-throughput | inhibition, % at 5 µM | TR-FRET GST/Flag-core106 dimerization, 1536-well | 300,000 tested, 0.33% active | AID 1899, 2009;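 active = inhibition above the mean of all tested compounds plus 3 SD, set per screening campaign, cut at about 45% in these data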
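Assay system: GST-tagged and Flag-tagged HCV core protein residues 1-106 / Times: compound-protein-antibody incubation 4 h at 22.5 °C / Signal: time-resolved FRET, ex 340 nm, em 617 and 671 nm / Evaluation: % inhibition based on acceptor/donor emission ratio / Benchmarks: wells lacking GST-core106 and wells with excess unlabelled core106 / Repeats: singlicate, one well per compound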
Fh CTSL1 inh = Fasciola hepatica cathepsin L1 inhibitors, primary screen, counter-screen for PFM18AAP inhibitor project, biochemical, QFRET, fluorogenic peptide substrate. inhibition, % at 5.96 µM. 300,000 tested, 0.49% active. AID 1906, 2009. recombinant F. hepatica cathepsin L1, Z-Leu-Arg-MCA fluorescence;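 active = inhibition above the mean of all tested compounds plus 3 SD, set per screening campaign, cut at about 17% in these data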;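 also: 0% = plate median of test compound wells and 100% = 1 µM Z-Phe-Ala-diazomethylketone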
PP5 inh = PP5 phosphatase inhibitors, primary screen, biochemical, fluorescence | Serine/threonine-protein phosphatase 5 (Homo sapiens), P53041 | purified PP5c, OMFP substrate fluorescence | inhibition, % at 6.7 µM | 320,000 tested, 0.18% active | AID 1987, 2009;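 active = inhibition above the campaign's mean inhibition across all tested compounds plus 3 SD, cut at about 9.5% in these data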;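 also: 0% = DMSO only and 100% = 100 µM cantharidin control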
TPT1 inh = Candida albicans TPT1 enzyme inhibitors, primary screen, biochemical, fluorescence polarization; tRNA 2'-phosphotransferase TPT1 (Candida albicans SC5314); recombinant caTPT1, FP RNA substrate dephosphorylation; inhibition, % at 5 µM; 300,000 tested, 0.81% active; AID 1962, 2009;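 active = inhibition above the mean of all tested compounds plus 3 SD, set per screening campaign, cut at about 24% in these data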;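 also: plate controls were DMSO alone for no effect and ferristatin control at 100 nM for full effect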
proCasp3 act = activators of human procaspase-3 D3A mutant, primary screen, biochemical, absorbance, PC-3 D3A mutant, single concentration. AID 463141, 2010. recombinant procaspase-3 D3A, Ac-DEVD-pNA absorbance 405 nm. activation, % at 8.5 µM. Caspase-3 (Homo sapiens), P42574. 330,000 tested, 0.11% active;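 active = activation above the mean of all tested compounds plus 3 SD, cut at about 21% in these data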;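 also: 0% = DMSO alone and 100% = DMSO wells spiked with extra 5 µM PC-3 D3A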
Target sequence (P42574 whole entry D9A/D28A/D175A): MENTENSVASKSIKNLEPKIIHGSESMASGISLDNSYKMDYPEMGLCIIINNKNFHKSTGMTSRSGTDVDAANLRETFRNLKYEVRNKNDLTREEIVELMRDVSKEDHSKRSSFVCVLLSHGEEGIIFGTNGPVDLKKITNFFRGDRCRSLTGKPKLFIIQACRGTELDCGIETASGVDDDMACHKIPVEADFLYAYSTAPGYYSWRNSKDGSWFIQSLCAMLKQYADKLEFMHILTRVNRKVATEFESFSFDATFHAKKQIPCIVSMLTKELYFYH
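assay system = Procaspase-3 D3A mutant | signal = absorbance at 405 nm, 0 and 120 min | times = 1 h preincubation plus 2 h reaction at 25 °C | repeats = single replicate | read-out = % activation between DMSO and enzyme-spiked controls | medium = Zinc-free HEPES saline buffer with Triton X-100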
procasp7 counter = procaspase-7 activators, primary screen, counter-screen for procaspase-3 activator project, biochemical, absorbance, HTS, human. 330,000 tested, 0.093% active. activation, % at 8.5 µM. AID 463210, 2010. recombinant procaspase-7, Ac-DEVD-pNA absorbance 405 nm; D23A/D198A/D206A triple mutant, cannot self-cleave; scale: DMSO 0, 5 µM enzyme 100;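 active = percent activation above the screen-wide mean plus 3 SD, cut at about 25% in these data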
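Assay system: Uncleavable procaspase-7 mutant enzyme | Input: 2 µM procaspase-7 mutant as dispensed | Timing: 1 h compound preincubation, 2 h substrate cleavage, 25 °C | Repeats: One well per compound | Control set: DMSO wells as 0%, DMSO with 5 µM added PC-7 as 100% | Technique: Epi-absorbance of released pNA at 405 nm, two timepoints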
An asterisk follows results filed as active; . = no result given.

SMILES	AHR act	PAFAH2 FP inh	PP1 inh	HCV core dimer	Fh CTSL1 inh	PP5 inh	TPT1 inh	proCasp3 act	procasp7 counter
Cn1c(=O)[nH]c(=O)c2c1nc1n2CC(O)CN1c1ccccc1 (stereo unspecified)	2.5	-1.1	4.6	-11.5	-6.7	-4.3	-4.4	-6.5	-7.0
Cc1occc(=O)c1O	-0.7	-0.7	-3.4	1.8	2.2	-2.5	-3.1	-11.2	-10.7
c1ccc(C(c2c[nH]c3ccccc23)c2c[nH]c3ccccc23)nc1	10.7	23.2	5.1	8.0	-0.1	3.5	0.0	3.1	10.6
O=C(Nc1cccc(Cl)c1)c1cc(S(=O)(=O)N2CCCCC2)c[nH]1	7.5	-4.8	2.2	-3.2	-1.0	3.3	2.6	4.8	10.1
O=S(=O)(Nc1nc(SCc2ccc(Cl)cc2)n[nH]1)c1ccccc1	-1.5	.	-3.1	4.5	-1.0	0.0	-1.4	8.7	1.8
COC(=O)[C@@H](NC(=O)NCc1ccccc1Cl)C(C)C	-1.1	2.6	4.3	0.0	-1.2	-0.5	-0.6	-6.0	6.1
Cc1nn(CC(=O)N2CCN(C)CC2)c(=O)c2ccccc12	2.2	4.0	-1.0	1.4	-0.1	0.0	-2.8	7.0	1.3
CCOC(=O)N1CCN(C(=O)C2CCN(C(=O)c3ccc(C(C)(C)C)cc3)CC2)CC1	-0.9	3.7	-0.6	0.0	-0.2	1.4	1.2	4.5	0.9
C#CCOCCOCCOCCNc1nc(N2CCN(C(=O)[C@H](CCC(=O)O)n3cc(C(N)[C@H](C)CC)nn3)CC2)nc(N2CCN(C(=O)[C@H](Cc3cc4ccccc4[nH]3)n3cc(C(N)[C@H](C)CC)nn3)CC2)n1 (stereo partly specified)	20.6	.	1.9	-10.9	2.4	1.9	0.0	2.5	-0.5
CC(=O)NS(=O)(=O)c1ccc(NC(=O)C(C)NS(=O)(=O)/C=C/c2ccccc2)cc1 (stereo unspecified)	-1.4	0.5	.	.	.	.	.	5.6	0.3
CCCCN(C(=O)c1oc2ccc(OCC)cc2c1C)c1c(N)n(CC(C)C)c(=O)[nH]c1=O	5.0	5.3	6.0	13.9	-2.1	1.8	-0.1	4.8	1.7
COc1ccc(C2CC(=O)C3=C(C2)NC(C)=C(C(=O)Nc2ccccc2C)C3c2coc3ccc(C)cc3c2=O)cc1OC (stereo unspecified)	-1.3	-9.8	9.1	11.4	-3.8	5.3	8.5	-4.4	0.2
CN(C)S(=O)(=O)c1cccc(NC(=O)CNC2CCCCC2)c1	2.2	-4.2	-1.3	-1.9	3.1	-0.8	-4.0	0.0	-4.4
C=CCOc1c(CNc2ccc3[nH]c(=O)[nH]c3c2)cccc1OC	3.8	-1.3	0.8	-14.6	3.8	1.2	0.3	-7.2	4.1
COc1cc(OC)cc(-c2cc3ccc(OC)cc3cn2)c1	5.6	-3.8	-1.2	.	.	2.0	.	5.9	6.2
CCOc1ccc(NC(=O)NCC2CCN(Cc3ccc(F)cc3)CC2)cc1	0.0	0.3	1.2	-3.7	1.6	-1.9	-1.2	1.5	2.4
CC(C)(C)OC(=O)N1CCCN(C(=O)Nc2cccc(Cl)c2)CC1	-2.0	.	0.5	-6.0	0.3	-0.6	-2.7	6.8	-3.8
CCc1ccccc1NC(=O)/C(=C/c1ccccc1)c1ccccc1	0.1	-2.4	1.7	1.5	0.8	1.7	-5.6	-2.8	2.2
CNS(=O)(=O)c1cccc(C(=O)OCC(=O)NC2CCCC2)c1	0.0	46.3*	-1.4	1.3	0.9	-0.9	3.0	-0.2	-5.3
Cc1ccc(C(=O)N2CCCC(C(F)(F)F)C2)cc1S(=O)(=O)N1CCOCC1 (stereo unspecified)	0.1	7.7	-1.0	.	.	2.2	.	0.7	1.0
COc1ccc(-c2nc(NC(=O)C3CC(=O)N(Cc4ccco4)C3)sc2C)cc1 (stereo unspecified)	9.1	0.0	-6.3	.	.	5.3	.	-1.7	4.4
CCC(=O)Nc1nc(C)c(Oc2ccccc2)c(=O)[nH]1	4.4	-2.4	-4.9	-3.9	-1.8	0.4	1.2	11.9	-1.3
CN1C(=S)SC(N2OC3C(=O)N(c4ccccc4)C(=O)C3C2c2ccccc2)C1(C)C (stereo unspecified)	-4.4	.	2.6	-1.0	-5.4	1.5	0.2	0.7	-13.5
Cc1noc(C)c1COc1ccccc1C(=O)N(C)CC(=O)Nc1ccc(F)c(F)c1F	1.4	3.8	-2.5	.	.	0.6	.	-0.9	1.4
COc1ccc(/C=C2/C(=O)N=C3SCCN32)cc1	2.1	4.4	-1.0	-1.8	0.9	0.0	-3.1	8.8	1.1
COc1cc(OC)nc(Oc2ccccc2C(=O)Oc2ccc(Cl)cc2)n1	1.9	-4.2	-0.9	-2.3	0.5	7.8	-0.6	3.3	5.3
C=CCn1c(CNC(=O)c2ccccc2F)nnc1SCc1nc2ccccc2c(=O)[nH]1	1.1	-2.3	-5.9	-1.7	-1.6	-1.5	1.5	3.0	-2.6
CCOCC(=O)N1CCC(Cc2ccccc2)CC1	0.1	.	-3.9	-12.1	-3.6	2.2	4.0	-5.2	-7.4
CCc1ccc(N2CC(C(=O)OCc3csc(CC(=O)Nc4ccccc4C)n3)CC2=O)cc1 (stereo unspecified)	-1.0	11.2	-8.5	.	.	1.4	.	-0.9	-9.5
CCS(=O)(=O)N1CCN(C(=O)c2cccc(OC)c2)CC1	2.3	-6.9	-3.8	1.7	-0.8	0.1	-2.4	0.8	5.5
CCc1ccc(S(=O)(=O)NCc2cccnc2)cc1	1.5	-3.1	0.3	0.2	3.9	-0.7	-2.2	-4.8	9.1
COc1ccc(CCNC(=O)C2CCCN(S(=O)(=O)N3CC(C)CC(C)C3)C2)cc1OC (stereo unspecified)	1.4	-1.3	-1.3	-5.3	-1.0	-0.7	-2.8	-2.4	4.8
COC(=O)Cn1c(=NC(=O)CSCC(=O)Nc2cc(C)on2)sc2ccccc21	3.0	-0.1	-0.3	-12.2	1.3	3.0	-1.2	-7.3	-7.9
CC1(C)C2CC[C@]3(C)C(CC=C4[C@@H]5C[C@@](C)(CO)[C@@H]6C[C@@]5(CC[C@]43C)C(=O)O6)[C@@]2(C)CC[C@@H]1O (stereo partly specified)	0.3	.	-0.8	5.5	0.9	-0.5	1.0	1.0	9.1
CC(=O)c1oc2ccccc2c1NC(=O)CCCN1C(=O)c2ccccc2C1=O	4.5	1.4	-1.9	-0.4	-0.8	4.5	1.4	5.4	-0.8
CCOc1ccc(N2C(=O)S/C(=C\c3cccn3C)C2=O)cc1	-6.8	-0.9	2.7	0.1	-0.3	1.3	10.9	0.5	-7.6
COC(=O)C1=C(C)NC(C)=C(C(=O)OCCN(C)Cc2ccccc2)C1c1cccc([N+](=O)[O-])c1 (stereo unspecified)	2.1	-1.1	3.0	-3.6	8.5	5.3	-2.1	-0.2	-1.2
COc1ccc(CNC(=S)Nc2cccc(C)c2)cc1	2.8	2.5	-2.4	-1.6	-3.7	3.5	-2.4	-6.0	-1.1
Cc1ccc([N+](=O)[O-])cc1N=C(c1cccc([N+](=O)[O-])c1)N1CCOCC1	-0.8	6.0	2.9	2.2	3.5	-0.2	-3.3	6.8	8.9
O=C(Nc1cccc(Cl)c1)c1nc[nH]c1C(=O)N1CCc2ccccc2C1	9.4	1.3	-1.4	.	.	6.1	.	8.1	4.4

Full records, looked up by structure. Values in the order: AHR act, PAFAH2 FP inh, PP1 inh, HCV core dimer, Fh CTSL1 inh, PP5 inh, TPT1 inh, proCasp3 act, procasp7 counter
COc1ccc(-c2nc(NC(=O)C3CC(=O)N(Cc4ccco4)C3)sc2C)cc1 (stereo unspecified) in the list: 9.1, 0.0, -6.3, ., ., 5.3, ., -1.7, 4.4
COc1cc(OC)nc(Oc2ccccc2C(=O)Oc2ccc(Cl)cc2)n1 in the list: 1.9, -4.2, -0.9, -2.3, 0.5, 7.8, -0.6, 3.3, 5.3
C=CCn1c(CNC(=O)c2ccccc2F)nnc1SCc1nc2ccccc2c(=O)[nH]1 in the list: 1.1, -2.3, -5.9, -1.7, -1.6, -1.5, 1.5, 3.0, -2.6
COC(=O)C1=C(C)NC(C)=C(C(=O)OCCN(C)Cc2ccccc2)C1c1cccc([N+](=O)[O-])c1 (stereo unspecified) in the list: 2.1, -1.1, 3.0, -3.6, 8.5, 5.3, -2.1, -0.2, -1.2

The results go on:
SMILES	AHR act	PAFAH2 FP inh	PP1 inh	HCV core dimer	Fh CTSL1 inh	PP5 inh	TPT1 inh	proCasp3 act	procasp7 counter
COc1ccccc1OCC(=O)NCc1nc(-c2ccccc2)no1	10.6	6.6	-3.0	1.5	4.5	0.0	-0.2	6.0	11.1
CCC(=O)NC(Nc1nc2ccc(C)cc2s1)(C(=O)OC)C(F)(F)F (stereo unspecified)	13.1	-3.0	-2.7	2.5	-1.3	0.8	-2.4	-4.5	7.2
CCOC(=O)c1cnc2ccc(Br)cc2c1NCCO	1.7	-1.6	-4.9	8.8	4.3	1.5	0.1	0.8	-0.3
Cc1ccc(-n2ncc3c(=O)n(CC(=O)N4CCN(c5ccccc5)CC4)cnc32)cc1	0.6	0.5	0.6	6.5	2.4	0.3	2.4	-2.4	3.1
Cc1ccc(C(=O)Nn2cnnc2)cc1Cl	0.8	8.0	2.9	-2.2	-24.4	-4.0	-4.5	0.1	1.0
CSCCC(NS(=O)(=O)c1ccccc1)C(=O)OCc1nc2ccsc2c(=O)[nH]1 (stereo unspecified)	10.3	7.8	-8.2	-10.8	-7.3	-1.7	1.6	-1.9	-4.4
CCN(CC#CCC1(O)c2ccccc2-c2ccccc21)C(C)C	5.1	-4.8	-6.3	3.8	-1.1	-0.1	3.4	-6.1	-6.8
Cc1ccc(S(=O)(=O)N2CCOCC2)cc1C(=O)NCc1ccccc1CN1CCCC1	-1.0	-1.0	-5.8	.	.	1.7	.	9.7	7.5
O=C(Nc1cc(-c2nc3ncccc3o2)ccc1Cl)c1cccs1	133.7*	16.3	4.7	-5.6	-3.2	2.1	-3.5	3.9	3.6
COc1ccccc1C(CNC(=O)c1cccc(S(=O)(=O)Nc2ccc(C)cc2)c1)N(C)C (stereo unspecified)	7.6	-1.4	-3.2	1.8	2.7	0.6	3.0	-2.9	8.7
Cc1cc(NC(=O)CN2CC(C)OC(C)C2)n(-c2nc3ccccc3s2)n1 (stereo unspecified)	13.8	6.0	-4.3	-3.2	-2.6	-1.5	0.9	-7.5	11.7
CCN=C(NCC)SC1CC(=O)N(CCc2ccccc2)C1=O (stereo unspecified)	2.4	.	-3.4	4.0	-1.0	0.3	-3.1	-31.8	-33.7

Compound activity (PubChem)
